mIAP block: blocks mouse intestinal alkaline phosphatase; inhibition, % at 10 µM; purified mouse IAP, CDP-Star luminescence, 30 min; hit rate 0.2% among 330,000; AID 2806;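 active = inhibition of at least 40% at 10 µM in the primary screen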;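 note: plate controls were DMSO with enzyme for no effect and no enzyme wells for full effect; values of inactives mirror those of a sister screen read the other way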
MPTP block: blocks calcium-induced mitochondrial swelling; inhibition, % at 10 µM; isolated mouse mitochondria, Ca2+ swelling absorbance, 30 min; hit rate 1.4% among 360,000;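 active = inhibition of 50% or more, scaled per plate between neutral and stimulator controls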;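 note: 0% = DMSO wells given calcium and 100% = 1 mM EGTA wells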
hIAP activ: increases human intestinal alkaline phosphatase activity. P09923. purified human IAP, CDP-Star luminescence, 30 min; stronger effect = higher value; 1 = vehicle-only enzyme, 0 = enzyme-free background. activation factor at 10 µM. hit rate 0.16% among 330,000;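 active = activation factor of the enzyme at least 2-fold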; note: the source names both 10 and 20 µM as test concentration; values of inactives mirror those of a sister screen read the other way
Target sequence (P09923 whole entry, looked up): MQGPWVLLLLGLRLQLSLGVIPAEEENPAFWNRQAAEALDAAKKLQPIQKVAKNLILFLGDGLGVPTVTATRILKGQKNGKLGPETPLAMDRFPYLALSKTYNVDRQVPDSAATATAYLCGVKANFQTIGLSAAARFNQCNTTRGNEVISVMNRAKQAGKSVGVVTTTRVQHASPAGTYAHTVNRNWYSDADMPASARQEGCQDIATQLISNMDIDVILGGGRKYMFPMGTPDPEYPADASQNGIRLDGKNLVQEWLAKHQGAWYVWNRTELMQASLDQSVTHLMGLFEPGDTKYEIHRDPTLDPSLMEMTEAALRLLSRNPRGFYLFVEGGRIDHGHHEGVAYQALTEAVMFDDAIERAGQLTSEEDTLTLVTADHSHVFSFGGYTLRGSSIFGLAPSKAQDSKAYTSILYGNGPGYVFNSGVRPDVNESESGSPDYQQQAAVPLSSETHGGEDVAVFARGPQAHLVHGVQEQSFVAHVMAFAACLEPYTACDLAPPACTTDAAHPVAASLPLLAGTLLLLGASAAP
A3G deaminase: blocks human APOBEC3G single-stranded DNA deamination | Q9HC16 | recombinant A3G, ssDNA deamination FAM/TAMRA fluorescence | inhibition, % at 20 µM | hit rate 0.28% among 330,000;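 active = inhibition of at least 40% at 20 µM, with no more than 30% in the related APOBEC3A deaminase screen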;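 note: plate controls were DMSO wells with A3G for no effect and wells lacking A3G enzyme for full effect; some compounds called inactive have numbers as strong as hits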
Target sequence (Q9HC16 whole entry, looked up): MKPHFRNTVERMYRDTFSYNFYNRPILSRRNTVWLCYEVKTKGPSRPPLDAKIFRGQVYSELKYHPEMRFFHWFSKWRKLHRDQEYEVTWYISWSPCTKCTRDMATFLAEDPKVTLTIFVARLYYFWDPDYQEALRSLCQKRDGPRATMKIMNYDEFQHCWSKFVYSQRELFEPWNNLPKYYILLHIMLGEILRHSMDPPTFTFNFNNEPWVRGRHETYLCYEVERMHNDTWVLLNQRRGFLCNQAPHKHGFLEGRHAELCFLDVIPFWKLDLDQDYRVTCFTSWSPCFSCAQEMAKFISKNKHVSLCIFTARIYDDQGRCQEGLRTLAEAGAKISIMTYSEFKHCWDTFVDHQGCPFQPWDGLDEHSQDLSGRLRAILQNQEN
MIN6 prolif: induces beta-cell replication in MIN6 cells | MIN6 cells proliferation, ATPlite luminescence, 48 h; cells starved in 0.2% serum; 100% = growth in 10% serum | proliferation, % at 10 µM | AID 2380 | hit rate 0.29% among 330,000;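 active = compounds whose signal lies at least 3.5 SD above the mean of all wells on their plate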;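 note: 0% = DMSO-treated cells in low-serum medium and 100% = 10% serum control; some compounds called inactive have numbers as strong as hits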
A3A deaminase: blocks human APOBEC3A ssDNA deamination; recombinant A3A, FAM/TAMRA ssDNA deamination fluorescence; hit rate 0.41% among 330,000; inhibition, % at 20 µM; AID 493011;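 active = at least 40% inhibition at 20 µM here, with at most 30% in a related deaminase screen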;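 note: plate controls were A3A with DMSO for no effect and wells lacking A3A enzyme for full effect; some results filed as inactive read as strong as hits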
hIAP block: human IAP inhibition; purified IAP, CDP-Star luminescence, 30 min; inhibition, % at 10 µM; hit rate 0.12% among 330,000;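 active = inhibition reaching a set limit with compound at 10 µM in the primary screen, cut at about 35% in these data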;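 note: plate controls were DMSO wells with enzyme for no effect and no-enzyme buffer wells for full effect; values of inactives mirror those of a sister screen read the other way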
ATG4B inhibitor: blocks human ATG4B protease cleavage of LC3 substrate; Q9Y4P1; ATG4B cleavage of LC3-PLA2, NBD-HPC fluorescence, 1 h; inhibition, % at 8.33 µM; hit rate 0.51% among 340,000; in the data active = inhibition above about 40%
mIAP act: mouse IAP activation; muIAP, CDP-Star luminescence, 30 min; stronger effect = higher value; 1 = vehicle-only enzyme signal, 0 = enzyme-free wells; activation factor at 10 µM; hit rate 0.24% among 330,000; AID 2805;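 active = activation factor of at least 2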; note: the source names both 10 and 20 µM as test concentration; values of inactives mirror those of a sister screen read the other way
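System: Mouse IAP enzyme | Also added: CDP-Star substrate | Dosing: Compounds dispensed in DMSO | Schedule: 30 min enzyme-substrate-compound incubation at room temperature | Technique: Chemiluminescence readout | Control set: DMSO-only wells and no-enzyme negative control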
* marks the source's active call; other numbers are inactive results; . = not tested or not shown.

1. CCCCCCOc1ccc(N2C(=O)CC(N3CCC(C(=O)OCC)CC3)C2=O)cc1 (centres undefined)
2. O=C(NCCC(=O)N1CCC2(CC1)NCCc1[nH]cnc12)c1ccc(Br)cc1
3. CS(=O)(=O)Nc1cccc(S(=O)(=O)N2CCN(C(=O)c3ccccc3)CC2)c1
4. CC(=O)Nc1ccc(S(=O)(=O)NCc2nnnn2-c2ccc(Cl)cc2)cc1
5. CS(=O)(=O)Nc1ccccc1C(=O)Nc1ccccc1Cl
6. FC(F)Oc1ccc(N=C2SCC3CCCCN23)cc1 (centres undefined)
7. Cc1cc([N+](=O)[O-])ccc1NC(=O)CCC(=O)N1CCCC1
8. COc1ccc(OC)c(NC(=O)CSc2nnc(CNc3ccc(F)cc3)o2)c1

Assay by compound,1,2,3,4,5,6,7,8
mIAP block,4,-4,-1,5,-16,2,0,10
MPTP block,0.4,-2.6,-0.2,-0.4,0.4,0.3,-0.4,1.0
hIAP activ,0.97,0.73,1,1,1,1,0.96,0.94
A3G deaminase,0,-5,-5,-9,-2,-4,-3,-2
MIN6 prolif,0,0,-2,9,1,-1,-2,0
A3A deaminase,1,-1,-1,-1,-2,-3,6,0
hIAP block,3,27,-5,-1,-1,0,4,6
ATG4B inhibitor,3,10,-1,-8,-9,24,3,-14
mIAP act,0.96,1,1,0.95,1.2,0.98,1,0.9

4 entries out of the list above, sorted by the value under MPTP block, lowest first.
cpd | Molecule | MPTP block
7 | Cc1cc([N+](=O)[O-])ccc1NC(=O)CCC(=O)N1CCCC1 | -0.4
6 | FC(F)Oc1ccc(N=C2SCC3CCCCN23)cc1 (centres undefined) | 0.3
5 | CS(=O)(=O)Nc1ccccc1C(=O)Nc1ccccc1Cl | 0.4
8 | COc1ccc(OC)c(NC(=O)CSc2nnc(CNc3ccc(F)cc3)o2)c1 | 1.0

Further compounds:
9. Cc1cccc(OCC(=O)NCc2ccccc2)c1
10. O=C(NCCN1CCOCC1)c1cccc(NS(=O)(=O)c2ccc(Br)cc2)c1
11. Cn1nccc1NC(=O)Nc1cccc(Br)c1
12. CC(=O)Nc1c(C(=O)N2CCCCCC2)cnn1-c1ccccc1Cl
13. CC(C)(C)NC(=O)NC(=O)COC(=O)C1=COCCO1
14. O=C(Nc1ccccc1)c1ccccc1OCC(O)CN1C(=O)c2ccccc2S1(=O)=O (centres undefined)
15. CCNc1nc(N2CCOCC2)nc(N(c2ccccc2)c2ccccc2)n1
16. CC(C)(C)C(=O)Nc1ccc(S(=O)(=O)Nc2ccccn2)cc1

Assay by compound,9,10,11,12,13,14,15,16
mIAP block,9,12,-22,-9,2,-13,-11,3
MPTP block,-0.3,-1.3,3.7,1.3,-1.3,4.5,0.7,0.8
hIAP activ,1,1.2,0.95,0.92,0.9,1.3,1.1,0.96
A3G deaminase,-1,11,-7,-8,-3,13,-1,-5
MIN6 prolif,2,-6,3,3,0,3,-2,-1
A3A deaminase,1,-3,-1,-5,-6,12,1,0
hIAP block,-2,-23,5,8,10,-28,-8,4
ATG4B inhibitor,0,-4,7,-7,2,2,-11,15
mIAP act,0.91,0.88,1.2,1.1,0.98,1.1,1.1,0.97

3 entries from above, with values under each structure:
Values in the order – mIAP block, MPTP block, hIAP activ, A3G deaminase, MIN6 prolif, A3A deaminase, hIAP block, ATG4B inhibitor, mIAP act
(12) CC(=O)Nc1c(C(=O)N2CCCCCC2)cnn1-c1ccccc1Cl
    -9, 1.3, 0.92, -8, 3, -5, 8, -7, 1.1
(13) CC(C)(C)NC(=O)NC(=O)COC(=O)C1=COCCO1
    2, -1.3, 0.9, -3, 0, -6, 10, 2, 0.98
(14) O=C(Nc1ccccc1)c1ccccc1OCC(O)CN1C(=O)c2ccccc2S1(=O)=O (centres undefined)
    -13, 4.5, 1.3, 13, 3, 12, -28, 2, 1.1

Going on with the list:
17. CCS(=O)(=O)N1Cc2ccccc2CC1C(=O)Nc1cccc(C)c1 (centres undefined)
18. O=C(O)c1ccc(-c2ccc(-c3ccccc3)cc2)s1
19. Cc1cccc(C)c1NC(=O)CN(C)C(=O)CC1OC(=O)c2ccccc21 (centres undefined)
20. CCC(C)NC(=O)Cn1c(=O)n(-c2ccc(OC)cc2)c(=O)c2ccc(C(=O)NCc3ccc(C)cc3)cc21 (centres undefined)
21. CCCNC(=O)Cn1c(=O)cnc2ccccc21
22. COc1ccccc1N1CCN(C(=O)c2cc3c(=O)n4cccc(C)c4nc3s2)CC1
23. COc1ccc(-c2ccc(OC)cc2C(=O)O)cc1
24. Cn1ncc(N=Cc2ccccc2O)c1C(=O)N1CCOCC1

Assay by compound,17,18,19,20,21,22,23,24
mIAP block,4,6,1,3,0,2,5,-3
MPTP block,1.0,-0.5,-0.8,0.7,-2.9,-2.3,0.1,-1.9
hIAP activ,1.1,0.99,1.2,0.91,1.1,0.93,0.64,0.99
A3G deaminase,-5,-1,-4,-2,-8,-12,-5,1
MIN6 prolif,5,-3,-3,0,-2,1,4,1
A3A deaminase,-1,2,6,-1,-2,-1,1,4
hIAP block,-11,1,-21,9,-15,8,36*,0
ATG4B inhibitor,-3,.,0,6,4,-2,-10,-3
mIAP act,0.96,0.94,0.99,0.97,1,0.98,0.95,1

25. Cc1ccccc1C(=O)NC(=S)Nc1ccc(Cc2ccncc2)cc1
26. COc1ccc(NC(=O)c2nc3nccc(C)n3n2)cc1S(=O)(=O)N1CCOCC1
27. O=C(O)c1nn(CC(=O)N2CCC(Cc3ccccc3)CC2)c(=O)c2ccccc12
28. C#CCn1c(=O)cc(C)c2ccccc21
29. Cc1ccc(NC(=O)N2CCCC2)cc1Cl
30. CCS(=O)(=O)N1CCN(S(=O)(=O)c2ccc(F)cc2)CC1
31. CC1(C)Cn2c(nnc2-c2cccc(O)c2)S1
32. COc1ccc(CCNC(=O)CCc2ccc(S(=O)(=O)NC(C)C)cc2)cc1OC

Assay by compound,25,26,27,28,29,30,31,32
mIAP block,5,6,6,0,6,1,0,-1
MPTP block,2.9,0.9,2.1,-1.8,0.9,0.7,-2.8,20
hIAP activ,1.1,0.95,0.9,1,0.88,0.86,1,1.1
A3G deaminase,-5,5,-8,-6,-6,1,-7,-5
MIN6 prolif,0,-3,0,-3,2,-1,-4,0
A3A deaminase,-4,8,-8,0,-6,5,-4,-1
hIAP block,-7,5,10,0,12,14,-3,-6
ATG4B inhibitor,46*,1,5,1,7,-4,5,-4
mIAP act,0.95,0.94,0.94,1,0.94,0.99,0.99,1

33. c1cncc(CSc2nnc3ccc(-c4ccncc4)nn23)c1
34. CCOC(=O)N1CCN(C(=O)c2cccc(NS(=O)(=O)c3ccc(F)c(F)c3)c2)CC1
35. CC1CC(C)CN(S(=O)(=O)c2ccc(C(=O)NN3CCOCC3)cc2)C1 (centres undefined)
36. O=C1Nc2ccccc2SC(c2ccccc2)C1O (centres undefined)
37. Fc1ccccc1NC(=S)N(CCN1CCCCCC1)Cc1cccs1
38. COCCCNC(=O)Cn1nnc(-c2ccc(NC(=O)c3ccccc3OC)cc2)n1
39. CC(=O)c1ccc(OC(=O)CCc2nc3ccccc3s2)cc1
40. Cc1ccc(S(=O)(=O)N2CCOCC2)cc1C(=O)NCc1ccc(F)cc1

Assay by compound,33,34,35,36,37,38,39,40
mIAP block,-1,0,-3,-1,5,-3,-5,5
MPTP block,0.9,1.3,-0.4,-0.3,-0.2,-1.4,0.1,-2.3
hIAP activ,0.92,1.1,0.9,0.9,0.98,1.1,1.1,0.93
A3G deaminase,-4,-4,-1,4,-8,-4,-2,-7
MIN6 prolif,1,0,-2,-2,-4,-2,-2,1
A3A deaminase,-3,-6,2,15,-3,-1,1,-3
hIAP block,8,-6,10,10,2,-13,-12,7
ATG4B inhibitor,4,-9,-7,3,8,-3,14,-2
mIAP act,1,1,1,1,0.95,1,1.1,0.95

41. CCOC(=O)C1CCCN(Cc2ccccc2Cl)C1 (centres undefined)
42. Cc1ccc2nc3c(cc(C(=O)NCCc4ccccc4)c(=N)n3CC3CCCO3)c(=O)n2c1 (centres undefined)
43. Cc1ccc(S(=O)(=O)Nc2ccc(NC(=O)Nc3cccc(C(F)(F)F)c3)cc2)cc1
44. CC(=O)Nc1ccc(NC(=O)CN2CCCC(C)C2)c(Cl)c1 (centres undefined)
45. COc1ccc(CN2C(=O)c3cccnc3C2=O)cc1S(=O)(=O)NC(C)C
46. CC1=CC2=NC(=O)/C(=C/c3coc4ccc(Cl)cc4c3=O)C(=N)N2O1
47. O=C(O)CSc1nc2c(cnn2-c2ccccc2)c(=O)n1-c1ccc(Br)cc1
48. CCn1c(=O)c(CCC(=O)N2CCN(c3ccccn3)CC2)c(C)c2c(C)nn(-c3ccccc3)c21

Assay by compound,41,42,43,44,45,46,47,48
mIAP block,0,10,-161,5,-3,0,5,10
MPTP block,-1.0,-0.2,98*,-2.0,0.4,36,0.2,-0.3
hIAP activ,1.1,1,1.1,1,1,0.89,1.1,1.2
A3G deaminase,1,-5,1,-7,-9,12,-1,-3
MIN6 prolif,-3,0,-3,1,-1,-4,-1,-5
A3A deaminase,2,1,1,-2,-3,0,-1,-4
hIAP block,-11,-4,-9,-3,-2,11,-7,-16
ATG4B inhibitor,-4,-14,16,-8,-10,4,-2,0
mIAP act,1,0.9,2.6*,0.95,1,1,0.95,0.9

The last 2 compounds of the part above lead into the next:
47. O=C(O)CSc1nc2c(cnn2-c2ccccc2)c(=O)n1-c1ccc(Br)cc1
48. CCn1c(=O)c(CCC(=O)N2CCN(c3ccccn3)CC2)c(C)c2c(C)nn(-c3ccccc3)c21
49. Cc1ccc(C23CC4CC(CC(C(=O)NC(C(=O)O)C(C)C)(C4)C2)C3)cc1 (centres undefined)
50. COc1cc(F)cc(C2=CC(=O)C[C@H](c3ccc(F)cc3)C2)c1
51. C[C@@]12C(=O)N(c3cccc(F)c3)C(=O)N1[C@@H]1c3ccccc3OC[C@@H]1[C@H]2c1ccccc1
52. O=C(O)C(Cc1ccccc1)n1cnnn1 (centres undefined)
53. CCNC(=O)NC(=O)CSc1ccc(S(=O)(=O)N2CCOCC2)cn1
54. Nc1nonc1-n1nnc(C(=O)N/N=C/c2ccccc2Br)c1CN1CCCC1

Assay by compound,47,48,49,50,51,52,53,54
mIAP block,5,10,-3,13,-1,5,6,32
MPTP block,0.2,-0.3,0.8,1.0,-0.9,-2.4,-2.0,1.7
hIAP activ,1.1,1.2,1,1,0.79,1,0.92,0.98
A3G deaminase,-1,-3,-2,-3,-6,-2,-9,40
MIN6 prolif,-1,-5,-3,-4,-6,2,-1,1
A3A deaminase,-1,-4,-3,2,-4,3,-5,53
hIAP block,-7,-16,-1,-2,21,-1,8,2
ATG4B inhibitor,-2,0,2,-6,-3,4,1,1
mIAP act,0.95,0.9,1,0.87,1,0.95,0.94,0.68

High-throughput results from PubChem.
